# Compound activity deposited in PubChem by National Center for Advancing Translational Sciences (NCATS).
# GCN5L2 inh – blocks human GCN5L2 histone acetyltransferase; GCN5L2 HAT assay, ThioGlo1 CoA-SH fluorescence; AID 504327; Q92830; 390,000 tested, 0.21% active; Potency, µM (titrated, usually from 58.9 µM), without a hit: at the highest dose activity change, negative = inhibition, actives largely listed as inhibitors
#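 qHTS, 1536-well. 20nM enzyme, pH 7.5 HEPES/EDTA/Tween-20 buffer; 15 min compound preinc., RT. Start: 75uM H3(1-25), 70uM AcCoA, 50uM ThioGlo1. Read Ex340/Em540 at t=0 (autofluorescence flag) and t=20 min.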
# TDP1 cell CPT – DT40-hTDP1 cell growth loss with CPT; chicken DT40 Tdp1-/-;hTDP1 cells + 20 nM CPT, ATP luminescence, 48 h; Potency, µM (top dose mostly 46.2 µM), for the others: at the highest dose activity change, negative = growth inhibition, actives largely listed as inhibitors; 420,000 tested, 12% active; AID 686979; also: nearly all actives have a fitted effect of over 55% in size
#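 Chicken DT40 Tdp1-/- cells stably complemented with human TDP1 were seeded at 400 cells/well in medium containing 20 nM camptothecin, exposed to pin-transferred compounds, and grown at 37 °C for at least 48 hr. Viability was read as ATP luminescence.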
# FEN1 inhibitor – inhibitors of human flap endonuclease 1. P39748. Recombinant FEN1 flap cleavage, fluorescence, 15 min. Potency, µM (top dose mostly 114 µM), inactives show top-dose activity change, negative = inhibition, actives largely listed as inhibitors. 390,000 tested, 0.35% active; also: nearly all actives have a fitted effect of over 65% in size
# Target sequence (P39748 whole entry, looked up): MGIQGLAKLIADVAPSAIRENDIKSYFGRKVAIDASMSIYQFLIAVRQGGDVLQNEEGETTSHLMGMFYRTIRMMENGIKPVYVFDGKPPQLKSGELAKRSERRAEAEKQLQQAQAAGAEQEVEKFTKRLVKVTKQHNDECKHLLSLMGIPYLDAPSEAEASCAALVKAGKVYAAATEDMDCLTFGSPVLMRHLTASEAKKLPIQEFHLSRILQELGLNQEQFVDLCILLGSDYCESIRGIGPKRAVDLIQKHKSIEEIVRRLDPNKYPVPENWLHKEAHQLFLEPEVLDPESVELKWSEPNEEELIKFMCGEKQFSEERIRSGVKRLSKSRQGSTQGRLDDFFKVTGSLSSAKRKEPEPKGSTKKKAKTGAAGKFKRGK
#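 Nuclease activity of 10 nM FEN1 was measured after 15 min of room-temperature exposure to titrated compounds, by adding 50 nM flap substrate and reading plates at 0 and 15 min.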
# Starred values were filed as active, the others as inactive; ? = inconclusive; nt = not tested or not shown; & = joins results of further samples. Calls follow the shape of the dose curve; as a rule, active = well fitted curve in the direction sought with a large enough effect; inconclusive = small, poorly fitted or top-dose-only effect, or another doubt; inactive = no such curve, though single readings can be large; an effect the other way counts as inactive or inconclusive. % is scaled to controls: 0 for no effect and ±100 for the full control effect; potency is read from the fitted curve at half-maximal effect. Only part of the results is shown. The share of hits here may be higher or lower than overall.
no.	SMILES	GCN5L2 inh	TDP1 cell CPT	FEN1 inhibitor
1	CS(=O)(=O)c1ccc(C(=O)OCC(=O)NC2CCS(=O)(=O)C2)cc1[N+](=O)[O-] (stereo unspecified)	-1%	8%	-4%
2	CC(C)c1ccc(NC(=O)c2cc3c(=O)n(C)c4ccccc4c3n2C)cc1	-17%	?	-8%
3	CCOC(=O)N1CCC(NC(=O)c2cc(S(=O)(=O)N3CCCC3)cn2C)CC1	1%	8%	2%
4	Cc1ccc(S(=O)(=O)NCCCNS(=O)(=O)c2ccccc2)cc1	-6%	-7%	-7%
5	NC(=O)c1nc(N2CCOCC2)nc(N2CCOCC2)n1	-5%	14µM*	-1%
6	Cc1cc(C)c(-c2cc(C(F)(F)F)no2)c(=O)[nH]1	-4%	-1%	-4%
7	CCOC(=O)CSc1nc(CC)nc2ccccc12	-1%	-18%	-3%
8	O=C(Cc1cccs1)N(CC1CCCO1)C1(C(=O)NC2CCCC2)CCCCC1 (stereo unspecified)	-1%	?	3%
9	COCc1cc(=O)[nH]c(Nc2nc(C)c3ccccc3n2)n1	-7%	21µM*	50µM*
10	CCOc1ccc(-c2cc3nc(C4CCN(C(=O)OC(C)(C)C)CC4)c(C(=O)Nc4ccc(C(=O)OC)cc4)cn3n2)cc1	-10%	-25%	-1%
11	CCOC(=O)Cn1nc(C)c2ccccc2c1=O	-1%	-11%	0%
12	COC(=O)c1c(NC(=O)C2SC(=NC3CCCCC3)C(C(N)=O)=C2N)sc2c1CCCC2 (stereo unspecified)	7%	22%	0%
13	Cc1ccc(C)c(Cn2c(=O)cc(C(F)(F)F)c3c(C)nn(C)c32)c1	-16%	-12%	0%
14	O=C(CN1CCN(c2ccccn2)CC1)Nc1cccc(Cl)c1Cl	-23%	?	2%
15	Nc1ncnc(Sc2ccc(Cl)cc2)c1[N+](=O)[O-]	2%	4.6µM*	0%
16	NNC(=O)Cn1c(-c2ccccn2)nc2ccccc21	-4%	5%	3%
17	CC(=C\C(=O)O)/C(=C/c1ccccc1)C(=O)O	-6%	2%	1%
18	COc1ccc2c(C)c(CC(=O)N3CCN(C(=O)C4COc5ccccc5O4)CC3)c(=O)oc2c1 (stereo unspecified)	-5%	-25%	?
19	Cc1ccc(OCCC(=O)OCC(=O)c2c(N)n(C)c(=O)n(C)c2=O)cc1	-2%	5%	-6%
20	CCC(=O)N1CCC(NC(=O)Nc2ccc(OC(F)(F)F)cc2)CC1	1%	-22%	0%
21	COCCCNC(=O)CCCn1c(=O)c2ccccc2n(Cc2cccc([N+](=O)[O-])c2)c1=O	-1%	-27%	-2%
22	O=C(COC(=O)c1ccc(O)cc1O)NC12CC3CC(CC(C3)C1)C2	-1%	?	-14%
23	Cc1ccc(S(=O)(=O)Nc2ccc(N=Nc3ccc(O)cc3)cc2)cc1	-7%	12%	-6%
24	COC(=O)c1ccccc1-c1ccc(C(c2c(C)[nH][nH]c2=O)c2c(C)[nH][nH]c2=O)o1	-2%	?	-3%
25	NC(=S)c1ccc(C(N)=S)o1	0%	-29%	-8%
26	Cc1cccc(CNc2ncncc2-c2ccc3c(c2)OCO3)c1	-9%	?	nt
27	COCCN(C(=O)c1csnn1)C(C(=O)NC1CCCCC1)c1cccs1 (stereo unspecified)	3%	-10%	-10%
28	COc1ccc(CCNC(=O)c2cc3c(=O)n4cccc(C)c4nc3n(CCCN3CCOCC3)c2=N)cc1	-1%	-20%	-2%
29	O=C(Nc1cccc(Cl)c1)C1CC1c1ccccc1 (stereo unspecified)	nt	6%	-12%
30	N#CCCN(C(=O)COC(=O)c1ccc2c(=O)n3c(nc2c1)CCC3)c1ccccc1	?	?	6%

# The final 4 records of the section above open the next one:
no.	SMILES	GCN5L2 inh	TDP1 cell CPT	FEN1 inhibitor
27	COCCN(C(=O)c1csnn1)C(C(=O)NC1CCCCC1)c1cccs1 (stereo unspecified)	3%	-10%	-10%
28	COc1ccc(CCNC(=O)c2cc3c(=O)n4cccc(C)c4nc3n(CCCN3CCOCC3)c2=N)cc1	-1%	-20%	-2%
29	O=C(Nc1cccc(Cl)c1)C1CC1c1ccccc1 (stereo unspecified)	nt	6%	-12%
30	N#CCCN(C(=O)COC(=O)c1ccc2c(=O)n3c(nc2c1)CCC3)c1ccccc1	?	?	6%
31	CCc1nnc2c3ccccc3nc(Nc3cc(C)cc(C)c3)n12	-14%	6.5µM*	6%
32	CC(=O)Nc1ccc(NC(=O)C(C)OC(=O)C2CCC2)cc1 (stereo unspecified)	1%	4%	-14%
33	CC(=O)N1c2ccc(S(=O)(=O)NCCC(=O)Nc3ccc(F)cc3C)cc2CC1C (stereo unspecified)	-2%	-17%	-1%
34	CN(c1cccc(NC(=O)c2ccc(N(C)S(=O)(=O)c3ccccc3)cc2)c1)S(C)(=O)=O	0%	21µM*	?
35	CCOC(=O)C1CCN(C(=O)C2CCN(c3nc4ccc(OC)cc4s3)CC2)CC1	-12%	13µM*	2%
36	O=C(NCc1ccccc1CN1CCOCC1)c1ccc(-n2cccn2)cc1	-6%	?	2%
37	COc1cc(/C=N/N2CCN(Cc3ccc(Cl)cc3)CC2)ccc1OC(C)=O	-18%	-15%	-12%
38	CCCCCOc1ccc(C(=O)CCC(=O)NNC(=O)c2ccncc2)cc1	-2%	-25%	1%
39	Cn1c(CCc2ccccc2)nnc1SCC(=O)N1CCOCC1	-1%	-20%	2%
40	CCOC(=O)c1c(C)oc2c1c(CN1CCN(C(=O)OCC)CC1)c(O)c1ccccc12	-9%	?	-19%
41	CCOc1cc(/C=N/NC(=O)C(=O)NCCCOC(C)C)cc(Br)c1O	-5%	19%	7%
42	Cc1nc(SCC(=O)c2ccccc2)[nH]c(=O)c1Oc1ccc(Cl)cc1	-3%	-1%	1%
43	COc1ccc2c(c1)[nH]c1c(=O)n(Cc3ccncc3)cnc12	2%	-10%	11%
44	COc1ccc(N2CC(O)(c3ccc(C)cc3)[N+]3=C2CCCC3)cc1 (stereo unspecified)	0%	-9%	7%
45	CN(C)S(=O)(=O)c1ccc(C(=O)NCc2ccco2)cc1	-2%	-3%	2%
46	CN1C(=O)Nc2cccc3cccc1c23	24%	-25%	11%
47	CC(=O)c1c(N2CCN(c3ccc(F)cc3)CC2)nc(=S)n(-c2ccccc2)c1C	-3%	?	12%
48	CCc1nn(CC(=O)NC(C)CCc2ccccc2)c(=O)c2cc3occc3n12 (stereo unspecified)	2%	?	-4%
49	COc1ccc(N2CC(O)(c3ccc(OC(F)F)cc3)[N+]3=C2CCCC3)cc1 (stereo unspecified)	-1%	16µM*	-2%
50	O=C(C[C@@H]1C/C=C\CCC(=O)OC[C@@H]2CCCN2C1=O)NCCO	2%	0%	15%
51	CCOCCCNC(=O)C(NC(=O)c1ccccn1)c1ccc(C)cc1 (stereo unspecified)	-1%	-11%	3%
52	O=C(COc1ccc(S(=O)(=O)N2CCOCC2)cc1)N1CCN(c2ccccc2)CC1	-1%	?	4%
53	O=C(Nc1ccncc1)Nc1ccccc1Cl	-2%	?	-10%
54	COc1ccc(/C=N/N2C(=O)c3ccccc3C2=O)cc1	0%	-14%	2%
55	COCCN1C(=O)c2ccc(C(=O)Nc3cccnc3)cc2C1=O	-3%	7%	-2%
56	O=C(Cn1c(NCCCO)nc2ccccc21)c1cccc(Br)c1	4%	-24%	1%
57	COc1ccc(-c2csc(NC(=O)CSC(C)C(=O)Nc3cc(C)on3)n2)cc1OC (stereo unspecified)	1%	18µM*	-16%
58	CCOC(=O)c1ccc(NC(=O)CN2C(=O)CC(c3ccc(C)c(C)c3)=Nc3ccccc32)cc1	-1%	?	-18%
59	O=c1c(-c2ccc(F)cc2)nc2cnc(N3CCNCC3)nc2n1C1CC1	?	?	nt
60	CC(C)N(CCc1ccncc1)C(=S)Nc1cccc(Cl)c1	17%	-22%	4%
61	Cc1nnc(SCC(=O)NC(=O)NCc2ccco2)s1	-4%	6%	-5%
62	O=C(CCNC(=O)c1ccccc1Cl)Nc1nccs1	-4%	8%	-1%
63	COC(=O)c1ccc(C2c3c(oc4cc(C)c(C)cc4c3=O)C(=O)N2c2ccccn2)cc1 (stereo unspecified)	-2%	18%	19%
64	COC(=O)c1sccc1NC(=S)N(C)C1CCCCC1	-5%	-18%	8%
65	COc1ccc(-n2nc3cc(C)c(NC(=O)COc4cccc(C)c4)cc3n2)cc1	-1%	6%	9%
66	Cc1ccsc1C(=O)C1CCCN(Cc2cn(C)nc2-c2ccccc2)C1 (stereo unspecified)	7%	?	-6%
67	COc1ccc(-n2c(=O)c3ccc(C(=O)NCc4ccc(C)cc4)cc3n(CC(=O)Nc3ccc(C)cc3)c2=O)cc1	2%	?	20%
68	COc1ccc(NC(=O)CN(C)CC(=O)c2c(C)[nH]c3ccccc23)cc1	-3%	?	13%
69	Cc1nn(-c2ccc(F)cc2)c(Cl)c1/C=C(\CC(=O)O)c1nc2ccccc2s1	-9%	-6%	-1%
70	CC(=O)Oc1ccc(C(=O)Nc2cccc(NC(=O)c3ccco3)c2)cc1	-7%	-6%	-3%
71	O=C(CCCCCn1c(=S)[nH]c2ccccc2c1=O)NCc1ccc2c(c1)OCO2	25%	-28%	-1%
72	COCCCn1c(O)c(/C=C2\N=C(C#N)C(=Nc3ccc(C)cc3)O2)sc1=S	-4%	?	1%
73	CC12CCC(C)(O1)C1C(=O)N(c3nccs3)C(=O)C12 (stereo unspecified)	nt	13%	16%
74	COc1ccccc1-n1c(CNC(=O)c2ccccc2)nnc1SCC(=O)Nc1nnc(C)s1	-2%	-17%	-5%
75	CN(CC1CCCO1)S(=O)(=O)c1ccc(C(=O)Nc2nccs2)cc1 (stereo unspecified)	-13%	-26%	8%
76	CCCN1Cc2cccc(C(=O)NCCc3ccccc3)c2C1=O	?	?	-1%
77	O=C1CSC(c2ccccc2)N1c1nc(-c2ccc(Cl)cc2Cl)cs1 (stereo unspecified)	-7%	-3%	7%
78	CC(=O)N/C(=C\c1ccc(F)cc1)C(=O)NC(C(=O)O)C(C)C (stereo unspecified)	-14%	-5%	-7%
79	O=C(Nc1cccnc1)c1cnn2c(C(F)F)cc(C3CC3)nc12	nt	15µM*	1%
80	Cc1ccc(CN2CCC(n3nccc3NC(=O)CCOc3ccccc3)CC2)o1	-14%	3%	2%
81	Cc1cc(C)c(NC(=O)/C(=C/c2ccco2)c2ccccc2)c(C)c1	-11%	?	-19%
82	O=C(NCCc1cccc(F)c1)C1CCC(=O)N(C2CCCCCC2)C1 (stereo unspecified)	?	?	1%
83	CCOc1ccc2ccccc2c1C(=O)N[C@@H]1C(=O)N2[C@@H]1SC(C)(C)[C@@H]2C(=O)O	-6%	?	-7%&15%
84	COc1ccc(/C(=N\O)c2ncc(C(F)(F)F)cc2Cl)cc1	-3%	?	6%
85	Cc1ccc(CCNC(=O)C2CC(=O)N(CCc3ccc(C)cc3)C2)cc1 (stereo unspecified)	0%	2%	-2%
86	O=C(CSc1nnc(NC(=O)c2ccccc2[N+](=O)[O-])s1)NC1CCCC1	nt	11%	-5%
87	COc1ccc(Cl)cc1C(=O)N1CCN=C1SC	-6%	13%	-6%
88	CN(C)S(=O)(=O)c1cccc(N=c2scc(-c3ccc4c(c3)NC(=O)CO4)n2CC2CCCO2)c1 (stereo unspecified)	-3%	6.5µM*	-5%
89	COc1ccc(Nc2nc(NCC3CCCO3)nc(N)c2[N+](=O)[O-])cc1 (stereo unspecified)	-10%	?	7%
90	CCCOc1ccc(C2C(=O)N(C3CCCCCC3)CC(=O)N2Cc2ccco2)cc1OC (stereo unspecified)	-3%	-28%	-15%

# More records follow.
no.	SMILES	GCN5L2 inh	TDP1 cell CPT	FEN1 inhibitor
91	Cc1cc(C(=O)Nc2ccncc2)c(C)o1	nt	?	0%
92	Nc1ccc(S(=O)C(F)(F)F)cc1 (stereo unspecified)	-1%	0%	-3%
93	CN(CC(=O)Nc1ccc(SC(F)F)cc1)C1CCCCC1	1%	8%	-2%
94	Cc1cc(C)cc(NC(=O)c2cc3c(=O)n4ccccc4nc3s2)c1	-6%	-6%	-13%
95	Cc1cc(C(=O)OCC(=O)N2CC(C)OC(C)C2)ccc1[N+](=O)[O-] (stereo unspecified)	-3%	-7%	-1%
96	CCCN1CN=C(Nc2nc3ccccc3o2)NC1	-6%	-21%	-4%
97	CC(C)(C)NC(=S)N1CCC(C(=O)c2ccc(Cl)cc2)CC1	1%	-11%	-3%

# Results in GCN5L2 inh and FEN1 inhibitor, for some of the entries so far:
No. | Molecule | GCN5L2 inh | FEN1 inhibitor
54 | COc1ccc(/C=N/N2C(=O)c3ccccc3C2=O)cc1 | 0% | 2%
55 | COCCN1C(=O)c2ccc(C(=O)Nc3cccnc3)cc2C1=O | -3% | -2%
56 | O=C(Cn1c(NCCCO)nc2ccccc21)c1cccc(Br)c1 | 4% | 1%
